Source: PubChem BioAssay
GalR3 antag: GalR3 antagonists in HEK293 cells, primary screen, cell-based, fluorescence readout; AID 651719, 2012; inhibition, % at 3 µM; Galanin receptor type 3 (Homo sapiens), O60755; HEK293 GalR3-CNG cAMP membrane potential fluorescence; galR3 body fused to GalR1 C-terminus; 0.44% of 360,000 active;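 active means inhibition above the screen-wide average plus 3 SD, cut at about 13% in these data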;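 further: forskolin and galanin both at EC90 stimulate the cells; cAMP rise reported by CNG channel membrane potential dye signal; 0% = forskolin plus galanin with DMSO and 100% = forskolin alone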
Target sequence (O60755 1-299 limits assumed): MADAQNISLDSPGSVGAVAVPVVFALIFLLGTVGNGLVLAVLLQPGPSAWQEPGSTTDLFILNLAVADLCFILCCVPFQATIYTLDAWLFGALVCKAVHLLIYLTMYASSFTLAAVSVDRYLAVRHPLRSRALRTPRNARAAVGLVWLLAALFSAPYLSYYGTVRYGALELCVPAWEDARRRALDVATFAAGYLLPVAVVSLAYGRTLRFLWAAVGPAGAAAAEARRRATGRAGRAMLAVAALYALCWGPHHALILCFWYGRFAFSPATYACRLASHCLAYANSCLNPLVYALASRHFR
Starred values were filed as active, the others as inactive.

GalR3 antag | Structure
0.8 | COCCNC(=O)C1C(=O)Nc2ccccc2C(=O)N1C1CCCC1 (configuration not stated)
-4.2 | Cc1ccccc1CN1C(=O)CN(S(C)(=O)=O)CC1(C)C(=O)Nc1ccc2c(c1)OCCO2 (configuration not stated)
-6.5 | O=C(O)c1cc(Cl)n[nH]c1=O
-3.7 | CCCS(=O)(=O)NC(=O)C1(C)CCCN(C(=O)c2c(F)ccc(C)c2F)C1 (configuration not stated)
-4.2 | COc1cccc(-c2cc(CNC(=O)[C@H]3O[C@@H](n4ccc(=O)[nH]c4=O)[C@H](O)[C@@H]3O)no2)c1
-2.1 | CC1=C(C(=O)N(C(C)C)C(C)C)CC(CC(=O)NCc2cccs2)C(=O)N1Cc1ccc(F)cc1 (configuration not stated)
-5.3 | COc1cccc(-c2cccc3c4c([nH]c23)[C@@H]2C[C@H]3[C@@H](C(=O)N2CC4)[C@H](C)ON3C)c1
-1.1 | COc1ccc(NC(=O)c2cc(-c3cc(F)ccc3OC(C)C)n[nH]2)cc1OC
0.6 | CC(=O)Nc1ccc(CN2C(=O)C(CCc3ccccc3)ON=C2c2cnccn2)cc1 (configuration not stated)
-2.4 | CC(C)(C)c1ccc(C(=O)N2CCC2(C)C(=O)NCCC#N)cc1 (configuration not stated)
-7.5 | CCc1nc2ccc(C(=O)NCCc3ccccn3)cn2c1N(C)Cc1cccs1
0.1 | COc1cc(-c2coc3c(C(=O)NCc4cccc(Cl)c4)cccc23)ccc1O
-6.3 | O=CNc1cc(-c2cccc(O)c2)cn2c(-c3ccc(F)cc3)cnc12
-4.7 | CN(C)CCNc1ncnc2c1ncn2[C@H]1CN(CCc2ccccc2)C[C@@H](CO)O1
-3.4 | CCC(CC)C(=O)N(C)c1c(C)nc2c(OCCOc3ccccc3)cccn12
-5.1 | O=C(Nc1cccc(C(F)(F)F)c1)C1Cc2c(-c3ccccc3)ccnc2O1 (configuration not stated)

Arranged by formula weight (high to low): some entries from above
GalR3 antag | Structure
0.6 | CC(=O)Nc1ccc(CN2C(=O)C(CCc3ccccc3)ON=C2c2cnccn2)cc1 (configuration not stated)
-4.7 | CN(C)CCNc1ncnc2c1ncn2[C@H]1CN(CCc2ccccc2)C[C@@H](CO)O1
-7.5 | CCc1nc2ccc(C(=O)NCCc3ccccn3)cn2c1N(C)Cc1cccs1
-5.3 | COc1cccc(-c2cccc3c4c([nH]c23)[C@@H]2C[C@H]3[C@@H](C(=O)N2CC4)[C@H](C)ON3C)c1
-1.1 | COc1ccc(NC(=O)c2cc(-c3cc(F)ccc3OC(C)C)n[nH]2)cc1OC
-3.4 | CCC(CC)C(=O)N(C)c1c(C)nc2c(OCCOc3ccccc3)cccn12
-2.4 | CC(C)(C)c1ccc(C(=O)N2CCC2(C)C(=O)NCCC#N)cc1 (configuration not stated)

Continued:
GalR3 antag | Structure
-7.2 | COc1cc(OC)cc(C2=Cc3ccccc3C(CC(=O)c3ccco3)N2c2ccc(-c3cncnc3)cc2)c1 (configuration not stated)
-1.4 | S=C(NCCCc1cnc[nH]1)NCCCN(Cc1ccccc1)c1ccc(Br)cn1
-6.7 | O=C1NC[C@@H](CCCCN2C[C@H](Cc3ccccc3)N(CCc3ccccc3)C(=O)C2=O)N(Cc2ccccc2)C1=O
-6.7 | CC(CNC(=O)[C@@H](Cc1ccccc1)NC(=O)CC[C@H]1O[C@@H](n2ccc(=O)[nH]c2=O)[C@H](O)[C@@H]1O)c1ccccc1 (some centres not stated)
-4.8 | O=S1(=O)CC(N2CCN(CCO)CC2)CN1CCc1ccccc1 (configuration not stated)
-3.5 | CCCc1ccc2c(C)cccc2n1
-5.4 | CC(C)C[C@H]1COc2cc(N3CCCC3)ccc2S(=O)(=O)N1
-6.2 | COC(=O)[C@]12CCCCC=C1N(Cc1ccco1)C(=O)[C@H](CC(=O)NCc1cccs1)C2
-6.2 | CC(=O)C1=C(C)N(Cc2ccccc2)C(=S)NC1c1cccc(Br)c1 (configuration not stated)
-6.1 | CC(C)C[C@H]1CN([C@@H](CC(C)C)CN2CCC[C@H]2CN2C(=O)C(=O)NC[C@@H]2Cc2ccc(O)cc2)C(=O)C(=O)N1CC1CCCCCC1
1.1 | CCCS(=O)(=O)NC(=O)C1(C)CCN(C(=O)c2ccc(OC(F)F)cc2)C1 (configuration not stated)
-1.8 | O=C1N(c2ccccc2)c2ccccc2[C@]12C[C@H](O)CO2
-5.8 | COC(=O)C[C@H]1C=C[C@H](NC(=O)Cc2ccccc2)[C@@H](CO)O1
-6.6 | COCCCn1cc(CN2CC(N3CCN(C4CCN(C)CC4)CC3)CS2(=O)=O)nn1 (configuration not stated)
-6.7 | CC1(C(=O)Nc2ccccc2)Cc2c(-c3ccc4c(c3)OCO4)ccnc2O1 (configuration not stated)
-1.0 | COC(=O)C1=C(C)N(C)C(=NCc2ccc3c(c2)OCO3)NC1c1cccc(Cl)c1 (configuration not stated)
-4.6 | COc1ccc(C2=Cc3ccccc3C(CC(=O)C3CC3)N2c2ccc(C#CCCO)cc2)cc1 (configuration not stated)
-3.6 | Cc1cc2c(cc1C)-n1nnnc1C(N(C)CCc1ccccc1)C(=O)N2 (configuration not stated)
-3.5 | CC(C)CC(N)c1csc(Nc2ncccn2)n1 (configuration not stated)
-4.8 | CN(C)CCN(C)C1CN(C2CCCC2)S(=O)(=O)C1 (configuration not stated)
-3.2 | CN(C)c1cccc(NC(=O)c2ccc(-c3ccc(F)c(F)c3)c3ccoc23)c1
-2.6 | C[C@H](NC(=O)[C@@H]1CCCN1C(=O)[C@@H]1CCCN1C(=O)c1ccccc1)c1ccccc1
-4.5 | Cc1cn([C@H]2C[C@H](O)[C@@H](/C=C/C(=O)NCCN3CCOCC3)O2)c(=O)[nH]c1=O
-5.2 | COc1ccc(NC(=O)c2cc(C3CCCCN3C(=O)CCc3ccccc3)on2)c(C)c1 (configuration not stated)
-3.6 | CC(C)CNc1ncnc2c1ncn2[C@H]1CN(CCc2ccccc2)C[C@@H](CO)O1
-7.2 | COc1ccccc1Cc1c(-c2cccc(Cl)c2)nc2ccc(C)cn12
-1.4 | CC1(C(=O)NS(=O)(=O)c2cccc(C#N)c2)CCN1C(=O)c1ccccc1 (configuration not stated)
-5.2 | CCNC(=O)C1(C)CCN1C(=O)CCc1cccc(Cl)c1 (configuration not stated)
-6.1 | CCOC(=O)[C@]12CCC=C1N(Cc1cccc3ccccc13)C(=O)[C@H](CC(=O)NCCCOC)C2
0.7 | O=C(NCc1cccc(C(F)(F)F)c1)c1ccc2sc(COCCO)nc2c1
-5.4 | Cc1cc2c(c(=O)o1)[C@@]1(C(=O)N(C)c3ccccc31)C1=C(CC3(CCCCC3)OC1=O)O2
1.4 | O=C(c1cccc(Cl)c1)N1CCC(=O)N([C@H](COCc2ccccc2)Cc2ccccc2)CC1
-7.2 | C=CCNc1ncnc2c1ncn2[C@H]1CN(Cc2cccs2)C[C@@H](CO)O1
-3.6 | Cc1cccc(S(=O)(=O)NC(=O)C2(C)CCN2C(=O)Cc2cc(F)ccc2F)c1 (configuration not stated)
-2.9 | CN(Cc1cn(Cc2cccc(C(F)(F)F)c2)nn1)C1CN(Cc2cn(Cc3cccc(C(F)(F)F)c3)nn2)S(=O)(=O)C1 (configuration not stated)
-6.1 | NC(c1csc(Nc2nccc(C(F)(F)F)n2)n1)C1CCCCC1 (configuration not stated)
-5.9 | COc1c(C)cc(C(O)c2ncc(-c3ccccc3C(F)(F)F)[nH]2)cc1C (configuration not stated)
-2.6 | CCc1nc2ccc(C(=O)NCCCN3CCCC3=O)cn2c1N(C=O)CC
-8.8 | COC(=O)[C@]12CCCCC=C1N(Cc1ccccc1)C(=O)[C@H](CC(=O)NCCCCc1ccccc1)C2
-3.0 | CC(=O)NC(c1ccccc1)c1nc(-c2cccs2)cs1 (configuration not stated)
-2.5 | COc1ccc(C2CC(=O)C(c3ccccc3C)=CN2Cc2ccccc2)cc1 (configuration not stated)
-3.3 | OC(c1ccccc1)c1ncc(-c2ccc(Cl)cc2)[nH]1 (configuration not stated)
1.2 | O=C(NC(c1ccccc1)c1cnccn1)C1CCN(CCCOc2ccccc2)CC1 (configuration not stated)
-6.9 | Cc1ccc(-c2cnc3cccnn23)cc1F
-6.7 | CC=CCn1c(SCCCc2ccccc2)nc2c1c(=O)[nH]c(=O)n2C
0.0 | COC(=O)[C@]12C[C@H](CC(=O)N3CCC(c4ccccc4)CC3)C(=O)N(CCC3=CCCCC3)C1=C[C@H](COCc1ccccc1)O[C@@H]2C
-6.5 | Cc1c(C(=O)N2CCCCCC2(C)C(=O)NCC(C)C)oc2ccccc12 (configuration not stated)
-8.8 | CC(=O)NCCNc1nc2cc(-c3ccccc3C)sc2c(=O)n1C
-3.1 | CC(C)Oc1ccc(F)cc1-c1cc(C(=O)Nc2ccccc2)[nH]n1
-6.5 | CCN(CC)CCN1CCN(c2cncc(-c3ccc4ccccc4c3)n2)CC1
-5.3 | CCOC(=O)[C@]12CCCC=C1N(Cc1ccco1)C(=O)[C@H](CC(=O)N1CCCCC1)C2
-1.2 | OC(c1ccc(F)cc1)c1ncc(-c2ccccc2Cl)[nH]1 (configuration not stated)
-4.8 | CN(C)c1cccc(Nc2ccc(-c3ccc(OC(F)(F)F)cc3)cn2)c1
-5.9 | CC(C)c1ccc([C@@H]2O[C@H](C)CC3=C2C(=O)OC(C)(C)O3)cc1
-3.2 | COc1ccc(CCCNC(=O)C2Cc3c(-c4cccc(C(N)=O)c4)ccnc3O2)cc1 (configuration not stated)
-7.3 | CS(=O)(=O)Nc1cccc(NC(=O)C2Cc3c(-c4ccco4)ccnc3O2)c1 (configuration not stated)

Next compounds follow.
GalR3 antag | Structure
-2.8 | CC1NC(=O)c2ccccc2-n2c1nc1ccc(F)cc1c2=O (configuration not stated)
-3.9 | O=C1Nc2ccccc2-n2nnnc2C1N1CCCN(Cc2ccc(F)cc2)CC1 (configuration not stated)
-6.6 | O=C1NC[C@H](CCCCN2C[C@H](Cc3ccc(O)cc3)N(CCC3CCCCC3)C(=O)C2=O)N(CCc2ccccc2)C1=O
-5.7 | CCCCCCCCN1C(=O)[C@H](CC(=O)NCCc2ccccc2OC)C[C@@]2(C(=O)OC)CC(C)(C)CC=C12
2.3 | Cc1cc(N2CCN(C(=O)OC(C)(C)C)C[C@H]2C)ccc1Br
-2.3 | CC(C)(C)C(=O)Nc1nnc([C@H]2C[C@H](O)[C@@H](CO)O2)s1
-7.3 | Cc1cc(N2CCN(C(C(=O)NC3CCCC3)c3ccc(F)cc3)CC2)c2ccccc2n1 (configuration not stated)
-1.4 | COCc1[nH]nc2c1C(c1ccccc1)N(Cc1ccccc1)C2=O (configuration not stated)
-7.4 | Cc1nc2ccccc2n1C(C)c1nc2ccccc2n1CC(=O)c1ccsc1 (configuration not stated)
-1.2 | CN(C)c1ccc(NC(=O)Nc2ccc3c(c2)c(=O)n(C)n3Cc2ccc(Cl)cc2)cc1
-7.0 | CC1=C(C(=O)N(C)C)CC(CC(=O)NCC2CCCCC2)C(=O)N1Cc1ccc(F)cc1 (configuration not stated)
-6.2 | C[C@H](NC(=O)CC[C@H]1O[C@@H](n2ccc(=O)[nH]c2=O)[C@H](O)[C@@H]1O)C(=O)O
-3.9 | O=C1NC[C@H](CCCCN2C[C@H](Cc3ccc(O)cc3)N(CC3CCCCC3)C(=O)C2=O)N(CCC2CCCCC2)C1=O
-3.5 | CCOc1cc(OCC)cc(C(=O)N2CCC[C@@H]2C(=O)N2CCC[C@@H]2C(=O)NCc2ccccc2Cl)c1
-7.5 | CCCCOCCCNC(=O)C[C@H]1C[C@@]2(C(=O)OC)C(=C[C@H](COCc3ccccc3)O[C@@H]2C)N(Cc2ccc3c(c2)OCO3)C1=O
-6.2 | O=S1(=O)N[C@@H](Cc2ccccc2)COc2cc(N3CCOCC3)ccc21
-3.5 | Cc1ccc(Cc2c(-c3cccc(Br)c3)nc3c(Cl)cc(C(F)(F)F)cn23)cc1
-5.7 | CN(C)CCN1CCN(c2cc(-c3cccc(Cl)c3)nc3ccnn23)CC1
-5.1 | CCOc1ccc(Cl)cc1-c1cc(C(=O)NCC2CCCCC2)[nH]n1
-0.5 | O=C(C[n+]1ccc(C(=O)NCc2ccccc2)cc1)c1ccc(F)cc1
-7.7 | CC1Sc2ccc(C#N)cc2N(Cc2cccc(C(F)(F)F)c2)C1=O (configuration not stated)
4.1 | CN(C)c1ccc(-c2ccnc3c2CC(C)(C(=O)Nc2ccccc2)O3)cc1 (configuration not stated)
-6.5 | CCCCOCC1CN(Cc2ccccc2OC)S(=O)(=O)c2cc(Cl)ccc2O1 (configuration not stated)
-5.3 | COc1ccccc1N1CCN(c2ncnc3n[nH]c(Br)c23)CC1
-9.2 | CC(=O)Nc1cc(-c2ccccc2)cn2c(-c3cccc(C(C)=O)c3)cnc12
-3.5 | CCC1OC(C(C)C)Cc2[nH][nH]c(=O)c21 (configuration not stated)
-2.8 | CCc1nc2ccc(C(=O)Nc3cccc(OCC(=O)N(C)C)c3)cn2c1N(CCN(C)C)CC1CC1
-6.0 | CCOC(=O)[C@]12CCC=C1N(Cc1ccccc1)C(=O)[C@H](CC(=O)NCC13CC4CC(CC(C4)C1)C3)C2
-3.6 | COC(=O)c1ccc2nc(-c3ccco3)c(Cc3ccsc3)n2c1
-3.7 | COc1cccc(Cn2c(Cn3c(-c4cnccn4)nc4ccccc43)nc3ccccc32)c1
-5.6 | CS(=O)(=O)c1ccc(S(=O)(=O)NCC2CCN(C(=O)C(=O)c3cc4ccccc4o3)CC2)cc1
-7.1 | CC(C)n1nnnc1C1c2ccccc2C(=O)N1CCc1ccccc1F (configuration not stated)
3.3 | CCOC(=O)C[C@@H](C#N)NC(=O)[C@@H]1CCCN1C(=O)[C@@H](NC(=O)c1ccc(N)c(Cl)c1)C(C)(C)C
-5.4 | CC(C)C[C@H]1CNC(=O)C(=O)N1C[C@@H]1CCCN1C[C@H](Cc1ccccc1)N1C[C@H](CC(C)C)N(CC2CCCCC2)C(=O)C1=O
-4.9 | COc1cc(NC(=O)Nc2nc(C(N)C(C)C)cs2)cc(OC)c1OC (configuration not stated)
-0.5 | CCc1nc2ccc(C(=O)N3CCN(C(=O)c4ccco4)CC3)cn2c1N(C)Cc1cccs1

These rows are one share of the data, so the mix of outcomes need not match the whole.
